Screens from PubChem BioAssay.
EBV LMP1 NFkB: EBV LMP1-driven NF-kappaB luciferase reporter inhibitors, primary screen, cell-based, luminescence, single point; actives 0.69% (n = 350,000); inhibition, % at 12.5 µM; LMP1-induced NF-kappaB luciferase reporter cells; in the data active means inhibition above about 41%;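 further: 0% = neutral control wells and 100% = reference inhibitor control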
NCOA3 inh: SRC3 coactivator transcriptional activity inhibitors, primary screen, cell-based, luminescence | inhibition, % at 3.6 µM | actives 0.17% (n = 360,000) | HEK293 GAL4-SRC3 luciferase reporter | Nuclear receptor coactivator 3 (Homo sapiens), Q9Y6Q9;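 active means inhibition above a per-campaign cutoff, the mean of all compounds plus 3 SD, cut at about 60% in these data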;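 further: 0% = DMSO-treated cells and 100% = gossypol-treated cells at 36 µM; higher means less SRC3-driven luciferase light from the GAL4 reporter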
NR5A2 inv ag: LRH-1 (NR5A2) inverse agonists, primary screen, cell-based, luminescence, HEK293T, StAR-luciferase reporter; LRH-1 transfected, 24 h; inhibition, % at 3.6 µM; actives 0.13% (n = 360,000);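 active means inhibition above the mean inhibition of all tested compounds plus 3 SD, cut at about 73% in these data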;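 further: 0% = DMSO wells and 100% = reporter-only cells lacking LRH-1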
Target sequence (O00482 whole entry, looked up): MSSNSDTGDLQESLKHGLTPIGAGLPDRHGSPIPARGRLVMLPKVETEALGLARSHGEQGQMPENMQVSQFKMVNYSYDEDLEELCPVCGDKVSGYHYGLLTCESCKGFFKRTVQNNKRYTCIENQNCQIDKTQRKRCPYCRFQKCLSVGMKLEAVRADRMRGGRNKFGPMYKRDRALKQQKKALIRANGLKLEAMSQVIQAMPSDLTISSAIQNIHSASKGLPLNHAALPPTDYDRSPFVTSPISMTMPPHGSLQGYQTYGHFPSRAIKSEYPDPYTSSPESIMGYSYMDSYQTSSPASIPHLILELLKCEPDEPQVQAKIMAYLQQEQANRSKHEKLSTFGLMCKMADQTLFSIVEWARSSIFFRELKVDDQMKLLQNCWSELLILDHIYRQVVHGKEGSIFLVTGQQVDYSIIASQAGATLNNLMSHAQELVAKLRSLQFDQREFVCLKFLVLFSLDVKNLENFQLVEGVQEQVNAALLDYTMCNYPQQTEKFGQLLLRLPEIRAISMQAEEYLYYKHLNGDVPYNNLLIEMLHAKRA
COUP-TFII inh: NR2F2 transcriptional activity inhibitors, primary screen, cell-based, luciferase reporter, HEK293T, luminescence; actives 0.7% (n = 370,000); HEK293T NGFI-A luciferase reporter; inhibition, % at 8.6 µM; COUP transcription factor 2 (Homo sapiens), P24468;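 active means inhibition above a per-plate cutoff, mean inhibition of test wells between control levels plus 3 SD, cut at about 38% in these data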;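 further: cells cotransfected with COUP-TFII expression vector driving the NGFI-A reporter; 0% = median of COUP-TF2 test wells and 100% = reporter-only cells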
Target sequence (P24468 whole entry, looked up): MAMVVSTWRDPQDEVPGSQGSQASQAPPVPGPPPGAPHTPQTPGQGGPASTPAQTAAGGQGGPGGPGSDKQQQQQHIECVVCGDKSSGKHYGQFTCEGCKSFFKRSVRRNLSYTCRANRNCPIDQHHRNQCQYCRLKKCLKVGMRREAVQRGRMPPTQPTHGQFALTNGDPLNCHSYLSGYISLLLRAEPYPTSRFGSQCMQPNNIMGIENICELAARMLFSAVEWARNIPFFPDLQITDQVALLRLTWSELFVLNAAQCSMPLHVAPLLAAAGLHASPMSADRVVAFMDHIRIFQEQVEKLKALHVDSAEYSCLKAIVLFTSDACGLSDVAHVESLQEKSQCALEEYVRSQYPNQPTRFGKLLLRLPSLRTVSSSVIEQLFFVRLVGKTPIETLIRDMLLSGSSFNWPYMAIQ
TROY NFkB inh: inhibitors of TROY-driven NF-kB signaling, primary screen, Q293 LMP1-TROYcd cells, NF-kB luciferase, uHTS; AID 1347056, 2019; Q293 LMP1-TROYcd NF-kB luciferase reporter, 4 h; actives 0.98% (n = 360,000); inhibition, % at 10 µM;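 active means compounds whose plate-normalised and pattern-corrected inhibition of the luciferase reporter signal at the single screening dose is 50% or more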
KKLEB tox: cytotoxicity in KKLEB CF airway cells, primary screen, cytotoxicity control for CF NF-kB inhibitor project, cell-based, uHTS, fluorescence assay plates | AID 602141, 2011 | activity change (cytotoxicity), % at 5 µM | KKLEB CF airway cells viability, ATPlite luminescence, overnight; stronger effect = lower value; cells stimulated with P. aeruginosa culture filtrate | actives 0.36% (n = 360,000);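 active means corrected activity change at or below -50% at 5 µM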
SRC1 inh: SRC1 coactivator transcriptional activity inhibitors, primary screen, cell-based, luminescence; inhibition, % at 3.6 µM; Nuclear receptor coactivator 1 (Homo sapiens), Q15788; HEK293 GAL4-SRC1 luciferase reporter; actives 0.12% (n = 360,000);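 active means inhibition above the campaign mean plus 3 SD, with each screening campaign given its own cutoff, cut at about 60% in these data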;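 further: 0% = DMSO treated cells and 100% = gossypol at 36 µM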
TWEAK-Fn14 inh: inhibitors of TWEAK-Fn14 signaling, primary screen, luciferase reporter cells, uHTS; TWEAK-stimulated Fn14 reporter cells, luciferase luminescence, 8 h; inhibition, % at 10 µM; actives 2% (n = 360,000); AID 1159606, 2016; in the data active means inhibition above about 50%
C8 TRAIL sens: viability loss with TRAIL in NB7+C8 cells, primary screen, TRAIL sensitizer project, cell-based, ATPlite luminescence | inhibition (viability loss, TRAIL sensitization), % at 10 µM | actives 1% (n = 360,000) | AID 624354, 2012;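 active means compounds causing at least 50% loss of cell viability in the single-dose screen, relative to plate controls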
Shn3 inh set2: reduction of Shn3 3'UTR firefly luciferase signal, primary screen, Schnurri-3 inhibitor project, cell-based, Clone20 osteoblasts, set 2 | Clone20 osteoblast Shn3 3'UTR firefly luciferase, 24 h | AID 588674, 2011 | actives 0.52% (n = 360,000) | inhibition, % at 12.5 µM;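 active means mean inhibition of at least 75% with every replicate also reaching 75%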;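 further: 0% = median of neutral control wells and 100% = pilot-screen positive control compound; some compounds past the cut are filed as inactive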
CF NFkB inh: inhibitors of PAF-induced NF-kB signaling, primary screen, cell-based, GFP fluorescence, uHTS; inhibition, % at 5 µM; AID 588850, 2011; actives 0.86% (n = 360,000); KKLEB NF-kB-GFP reporter, GFP fluorescence overnight;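 active means at least 50% inhibition at 5 µM, scaled per plate between neutral and stimulator controls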;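 further: PAF is a Pseudomonas aeruginosa culture filtrate used as stimulus; plate controls were PAF-stimulated DMSO wells for no effect and unstimulated DMSO wells for full effect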
Starred values were filed as active, the others as inactive; . = not tested or not shown. An excerpt. The share of hits here may be higher or lower than overall.

SMILES	EBV LMP1 NFkB	NCOA3 inh	NR5A2 inv ag	COUP-TFII inh	TROY NFkB inh	KKLEB tox	SRC1 inh	TWEAK-Fn14 inh	C8 TRAIL sens	Shn3 inh set2	CF NFkB inh
COc1ccccc1NC(=O)C1=C(C)Nc2nnnn2C1c1cccc(Br)c1 (stereo unspecified)	-3	24	-8	7	1	0	-1	9	-14	0	-1
N#CCC(=O)Nc1ccc(C(=O)OCC(=O)N=c2sccn2Cc2ccccc2Cl)cc1	7	-13	4	-12	24	2	-19	15	0	21	11
CCN(CC)c1ccc(/C=N/OCC(=O)N2CCCc3ccccc32)cc1	0	8	18	13	11	-2	9	0	-7	-4	12
O=C(CN1C(=O)c2ccccc2C1=O)Nc1nnc(C2CCCO2)s1 (stereo unspecified)	7	6	-5	.	-20	-13	2	-11	-9	-64	11
COc1ccc(N2CCN(S(=O)(=O)c3ccc4c(c3)CC(C)N4C(=O)C3CC3)CC2)cc1 (stereo unspecified)	13	11	-1	12	22	-2	4	4	25	48	-6
O=C(Cn1cnc2c(nnn2Cc2ccc(F)cc2)c1=O)NCc1ccccc1	5	-19	6	-3	8	0	-2	13	12	9	6
COc1ccc(NC(=O)c2cc3cc(OC)ccc3oc2=N)cc1	5	-12	-14	-10	-46	13	-27	12	12	-5	-9
O=C(NCC1CCCO1)c1ccc([N+](=O)[O-])o1 (stereo unspecified)	7	-2	41	-12	8	14	-6	6	5	-7	32
O=C1CCC(C(=O)N(Cc2ccco2)C2(C(=O)NC3CCCC3)CCCCC2)N1 (stereo unspecified)	-2	20	1	.	7	-5	12	-18	-3	-22	6
Cc1[nH]c(=O)[nH]c(=O)c1NC(=O)c1ccc(OC(C)C)cc1	-18	20	-4	-12	21	4	6	-8	-3	16	-10
CCOC(=O)c1c(C)oc2c(CN3CCN(C)CC3)c(Br)c(OC)c(O)c12	-4	-5	10	1	-9	5	-5	-3	-6	0	-18
N#C/C(=C(/O)c1cccs1)c1nnc2n1CCCCC2	-2	16	-10	1	1	8	7	-15	-3	-26	-3
O=S(=O)(Nc1ccc(Br)cc1)c1cccc2nonc12	-3	-2	6	-4	-24	-17	13	24	6	9	-5
Cc1cc(C)cc(OCC(=O)OCC(=O)NCc2ccco2)c1	-5	-1	-15	15	15	8	-22	-5	-4	-11	-4
CSCC[C@H](NC(=O)CC(C)(C)C)c1nc2ccccc2[nH]1	-1	14	-1	-2	2	-10	-3	-1	4	10	5
O=C(COC(=O)c1ccccn1)Nc1ccccc1OC(F)F	-4	11	3	-6	26	3	-5	12	0	-3	-8
COC(=O)[C@@H](NC(=O)NCc1ccco1)C(C)C	3	0	-4	-9	-8	1	-10	22	9	7	1
CCOC(=O)c1[nH]ncc1CN1CCCC(C(=O)c2cccc(OC(C)C)c2)C1 (stereo unspecified)	0	14	-3	-2	14	6	-18	3	-12	6	0
O=C(Nc1nnc(S(=O)(=O)N2CCCCCC2)s1)c1ccccc1Br	-9	-9	4	4	0	11	0	3	1	-8	7
CCCCOc1ccc(-c2nc(/C=N/c3nccs3)c(O)o2)cc1	-7	-12	-13	0	-52	-7	4	15	-3	-13	20
Cc1c2cccn2cc[n+]1C	-9	-10	12	-4	1	3	15	-11	-21	13	-5
COc1ccc(CCn2c(=N)c(C(=O)NC3CCCC3)cc3c(=O)n4ccccc4nc32)cc1OC	-12	9	11	-18	-21	-20	1	-27	25	12	18
O=C(O)COc1ccccc1/C=N/NC(=O)c1cc2ccccc2cc1O	-3	6	8	-21	-7	-4	7	-12	15	-3	26
CCC(C)(C)NC(=O)/C=C/c1ccc(OC)c(S(=O)(=O)N2CCOCC2)c1	8	8	13	-16	5	1	-14	9	3	-19	8
C/C(=N\NC(=O)c1ccc(Cl)cc1)c1ccc2[nH]ccc2c1	-6	-7	-14	-30	-13	-5	-11	13	-19	-9	1

The final 2 records of the part before are carried over, then new ones follow.
SMILES	EBV LMP1 NFkB	NCOA3 inh	NR5A2 inv ag	COUP-TFII inh	TROY NFkB inh	KKLEB tox	SRC1 inh	TWEAK-Fn14 inh	C8 TRAIL sens	Shn3 inh set2	CF NFkB inh
CCC(C)(C)NC(=O)/C=C/c1ccc(OC)c(S(=O)(=O)N2CCOCC2)c1	8	8	13	-16	5	1	-14	9	3	-19	8
C/C(=N\NC(=O)c1ccc(Cl)cc1)c1ccc2[nH]ccc2c1	-6	-7	-14	-30	-13	-5	-11	13	-19	-9	1
O=C1CC(=O)Nc2cc(S(=O)(=O)NCc3cccs3)ccc2N1	1	-6	2	-2	-2	8	-4	4	1	-14	-5
COc1ccc(Cl)cc1NC(=O)CCS(=O)(=O)c1ccc(Br)cc1	12	-13	-3	3	-14	-2	5	5	-4	-4	2
O=C(CSc1nc(-c2ccccc2)cc(C(F)(F)F)n1)NCCN1CCOCC1	-10	-17	13	4	0	-3	1	5	-1	-5	7
COCCCNC(=O)CSc1nc2ccccc2c(=O)n1CCCN1CCCCC1	-2	3	5	14	11	8	22	21	-30	7	15
COc1ccc(Nc2nc(-c3ccc(OC)cc3)cs2)cc1	-38	-62	-82	-31	-71	10	-67	-30	3	-54	-6
O=C(CCc1c[nH]c2ccccc12)NCC1CCCO1 (stereo unspecified)	-14	9	16	-18	-8	1	-6	9	1	-4	6
Cc1noc(NS(=O)(=O)c2ccc(NC(=O)CSc3n[nH]c(-c4ccccc4)n3)cc2)c1C	9	0	-4	9	5	11	-2	11	9	6	-26
COc1ccc(NN=Nc2nc3c([nH]2)c(=O)n(C)c(=O)n3C)cc1	-4	5	18	-3	-27	1	2	-6	8	-3	16
CCc1nnc(N/N=C/c2cccs2)n1N	-6	2	16	-10	-4	6	-19	22	5	-26	-8
O=C1S/C(=C\c2ccc(N3CCOCC3)o2)C(=O)N1Cc1c(F)cccc1Cl	-1	-11	3	3	8	-16	3	49	11	96*	5
O=C(OCC(=O)N1CCCC1)c1ccccc1O	-13	-79	-69	-35	-44	12	-41	30	3	-44	3
Cc1ccc(-c2ccc(S(=O)(=O)N3CC(C)OC(C)C3)cc2)cc1 (stereo unspecified)	-8	-23	-42	-15	-30	3	-9	12	22	25	3
CN(C)CC(O)COc1cccc(OCC(O)CN(C)C)c1 (stereo unspecified)	-2	8	-13	-4	-6	14	3	-13	-4	14	-15
Cc1cc(N=CC2=C(O)CCCC2=O)no1	7	-9	-3	-2	21	3	-18	8	-12	-1	-7
O=C(COC(=O)/C=C/c1cccc(C(F)(F)F)c1)NCc1ccco1	3	-25	-6	-6	12	0	4	5	10	5	11
O=C(Cn1cc(SCc2ccccc2Cl)c2ccccc21)N1CCOCC1	-38	-31	-42	-33	-66	-10	-59	-18	26	-42	5
COc1ccc(C(=O)CCc2nc3ccccc3s2)cc1	6	-14	-12	-2	-53	-4	-18	-6	1	-43	-14
O=C(NCc1ccc(F)c(F)c1)C1CCC(=O)N(CCc2ccccc2)C1 (stereo unspecified)	-2	-15	5	6	-9	23	-1	17	10	0	-13
CN1CCN(c2ccccc2NC(=O)c2ccc(-c3ccc(Br)cc3)o2)CC1	-20	-12	-4	.	13	-7	-13	3	26	4	-38
Cc1[nH]c(C(=O)O)c(C)c1C(=O)OC(C)C	-3	7	3	2	-4	0	-13	-5	1	-2	-8
Cn1c(N)c(C(=O)COC(=O)Cn2cc(C(F)(F)F)ccc2=O)c(=O)n(C)c1=O	-9	-11	-4	-17	.	8	-16	1	-3	-9	-4
CN(CC(=O)Nc1cccc(F)c1)C(=O)CSc1ccc(Br)cc1	3	-5	4	8	-10	-3	-9	-15	-2	1	6
COc1ccc(/C=N/NC(=O)c2ccccc2O)cc1CN1CCOCC1	1	17	6	-4	-4	-6	-17	-14	10	9	8
CCOC(=O)c1c(C)n(O)c2ccc(Cl)cc2c1=O	2	8	5	8	0	3	-12	2	-3	11	3
O=C1C2C3C=CC(CC3)C2C(=O)N1/N=C/c1ccccc1O (stereo unspecified)	-6	15	29	13	-39	9	-4	-18	15	-3	0

Carrying on:
SMILES	EBV LMP1 NFkB	NCOA3 inh	NR5A2 inv ag	COUP-TFII inh	TROY NFkB inh	KKLEB tox	SRC1 inh	TWEAK-Fn14 inh	C8 TRAIL sens	Shn3 inh set2	CF NFkB inh
CCCc1nnc(SCC(=O)N2C(C)CCCC2C)n1CC (stereo unspecified)	-6	17	-3	3	8	-6	-4	-2	-7	-18	7
O=C(NCC(=O)N(Cc1ccco1)C(C(=O)NC1CCCC1)c1cccnc1)c1cccs1 (stereo unspecified)	-7	-1	-4	19	1	3	-19	-4	-1	-2	8
CCN(CC)Cc1c(O)ccc2c(=O)c(Oc3ccccc3OC)c(C)oc12	1	9	1	10	9	7	3	6	-3	-2	-20
CC(=O)c1cccc(NC(=O)NCc2cccs2)c1	3	14	-8	-1	-24	-6	3	-12	-6	11	7
Cc1ccc(NC(=O)C2(C)CCN2Cc2ccccc2OC(F)F)cc1 (stereo unspecified)	.	6	-9	31	25	-7	18	9	16	11	14
CCOC(=O)C1=C(CN2CCCCCC2)NC(=O)NC1c1ccc2c(c1)OCO2 (stereo unspecified)	-11	0	-4	-20	10	2	0	11	-8	22	-6
CC(C)(C)CC(C)(C)NC(=O)CSCC(=O)Nc1ccc2ccccc2c1	-3	22	16	1	14	11	-24	7	-2	-8	-5
Cc1ccc(S(=O)(=O)N(C)C)cc1NC(=O)COC(=O)C1CC1	-5	0	-1	7	-16	4	-4	-15	7	-6	8
Cc1ccc(C2C(C#N)=C(N)Oc3n[nH]c(-c4cccnc4)c32)o1 (stereo unspecified)	-1	2	-10	-18	-10	1	5	9	-9	9	-10
C=C(C)c1cccc(C(C)(C)NC(=O)Nc2ccc3[nH]c(=O)[nH]c3c2)c1	2	0	1	13	23	-6	-3	-3	-11	16	-6
O=C(Nc1ccccc1)c1ccc(CSc2ccccn2)cc1	-35	-80	-116	.	.	-2	-89	14	10	-39	4
Cc1cc(NC(=O)NN2CCOCC2)nn1-c1c(Cl)cccc1Cl	2	15	1	10	-7	-4	17	-24	-25	0	5
CC(O)CNc1cc(N)c([N+](=O)[O-])cc1[N+](=O)[O-] (stereo unspecified)	-2	20	19	17	-34	-10	20	4	12	-22	-8
CCCCC(NC(=O)Cc1c(C)c2cc3c(C)c(C)oc3c(C)c2oc1=O)C(=O)O (stereo unspecified)	1	0	-12	11	1	-6	-10	-2	-9	3	0
COC(=O)c1c(NC(=O)c2ccoc2C)sc2c1CCC2	2	-3	19	11	15	1	-6	-10	-16	4	-29
